Source: PubChem (National Center for Advancing Translational Sciences (NCATS))
aGal spleen mod: inhibitors or activators of human alpha-galactosidase in spleen homogenate; P06280; human spleen homogenate, 4MU-alpha-Gal fluorescence, 40 min; Potency, µM (titrated, usually from 80 µM), without a hit: at the top dose activity change, negative = inhibition, actives largely listed as inhibitors; actives 0.008% (n = 240,000); AID 2107;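 note: 0% = enzyme with vehicle and -100% = no enzyme basal signal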
Target sequence (P06280 32-429 limits assumed): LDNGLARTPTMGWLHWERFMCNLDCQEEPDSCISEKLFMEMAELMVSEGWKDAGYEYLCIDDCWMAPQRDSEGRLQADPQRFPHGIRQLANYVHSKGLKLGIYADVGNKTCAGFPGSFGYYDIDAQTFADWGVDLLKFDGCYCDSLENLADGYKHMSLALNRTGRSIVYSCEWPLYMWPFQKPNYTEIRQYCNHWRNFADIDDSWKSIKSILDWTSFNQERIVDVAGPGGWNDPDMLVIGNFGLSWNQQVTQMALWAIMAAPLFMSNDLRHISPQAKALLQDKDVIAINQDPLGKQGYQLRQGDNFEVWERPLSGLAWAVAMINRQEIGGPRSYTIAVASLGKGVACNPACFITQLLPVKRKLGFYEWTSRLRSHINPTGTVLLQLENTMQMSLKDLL
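Inhibition or activation of alpha-galactosidase in human spleen homogenate is scored by 4-MU fluorescence after 40 min at 37C, pH 5.0, with 1 mM substrate. AC50s come from concentration-response fitted to the Hill equation.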
Tau fluor cs: counter-screen for tau fibril formation inhibitors | tau K18 P301L Alexa594 fluorescence, heparin fibrillization | Potency, µM (top dose mostly 57.7 µM), without a hit: at the top dose activity change, negative = decrease | actives 0.93% (n = 280,000) | AID 1463; note: % is set by controls: 0 for no effect and ±100 for the full control effect; nearly all actives have a fitted effect of over 55% in size
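Human K18 P301L tau (15 uM unlabeled plus 0.24 uM Alexa 594-labeled, final) in 100 mM sodium acetate pH 7 was mixed with compound and 20 uM heparin and incubated 6 hr at 37 C.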
GAA spleen mod: inhibits or activates alpha-glucosidase in human spleen homogenate | actives 0.006% (n = 240,000) | AID 2112 | human spleen homogenate, 4-MU-alpha-glucoside fluorescence | Potency, µM (doses to about 79.9 µM), for inactives: top-dose activity change, negative = inhibition, hits mostly inhibitors;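 note: 0% = enzyme with vehicle and -100% = no enzyme basal signal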
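AC50 values come from Hill-equation fits of concentration-response data, normalized to no-enzyme and full-activity controls. Enzyme source: 1 ug human spleen homogenate; 1 mM fluorogenic 4-MU glucoside, pH 5.0 citrate buffer, 37 C, 40 min.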
HTT ATP protect: Huntington cell model cytoprotection by ATP luminescence | AID 1471 | Potency, µM (highest dose often 56.4 µM), without a hit: cytoprotection (ATP increase), most hits filed as activators | PC12 HTT-Q103 induced, cytoprotection, ATP luminescence, 40 h | actives 0.14% (n = 230,000);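 note: % of control where 0% means no effect; nearly all actives have a fitted effect of over 45% in size; toxic huntingtin expression switched on by the ecdysone agonist tebufenozide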
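Huntington model: PC12 line, ecdysone-inducible HTTQ103 exon1–GFP, tebufenozide 100 nM. Test articles in a dose series. Endpoint luminescence from cellular ATP.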
GAA glycogen: alters human alpha-glucosidase cleavage of glycogen; P10253; recombinant GAA, glycogen substrate, Amplex Red glucose oxidase fluorescence; Potency, µM (doses to about 76.4 µM), without a hit: top-dose activity change, negative = inhibition, usual class: inhibitors; actives 0.38% (n = 300,000); AID 2100;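 note: 0% = full enzyme reaction and -100% = no-enzyme basal signal; the screen sought inhibitors and activators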
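Recombinant human enzyme (4 nM); glycogen substrate; 37 C, 40 min, pH 5.0. Readout: coupled glucose oxidase/Amplex Red fluorescence.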
GAA inhib: inhibitors of human lysosomal alpha-glucosidase | Potency, µM (highest dose often 76.9 µM), for the others: at the top dose activity change, negative = inhibition, most hits filed as inhibitors | purified human GAA, 4-MU-alpha-glucoside fluorescence | P10253 | actives 0.005% (n = 200,000);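 note: plate controls were uninhibited enzyme wells for no effect and no-enzyme background for full effect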
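Enzyme (4 nM final) mixed with compound (up to 77 uM), then 4-MU-alpha-D-pyranoside (400 uM final) added; 20 min at room temperature, pH 5.0. Reaction stopped at pH 10, fluorescence read, AC50 derived by Hill fit.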
Tau fibril FP: inhibitors of human tau fibril formation; Potency, µM (titrated, usually from 57.7 µM), inactives show at the highest dose activity, negative = inhibition, usual class: inhibitors; P10636; actives 0.39% (n = 280,000); AID 1468; K18 P301L tau heparin fibrillization, Alexa594 FP, 6 h; note: % is set by controls: 0 for no effect and ±100 for the full control effect; nearly all actives have a fitted effect of over 55% in size
Target sequence (P10636 561-689 P618L limits assumed): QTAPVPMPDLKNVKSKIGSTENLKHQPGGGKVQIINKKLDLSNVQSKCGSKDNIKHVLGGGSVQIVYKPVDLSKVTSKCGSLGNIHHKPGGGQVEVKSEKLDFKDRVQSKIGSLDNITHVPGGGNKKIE
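FP of Alexa 594-tau after heparin (20 uM) induction. Substrate: human K18 P301L, 15 uM unlabeled, 0.24 uM labeled. Buffer 100 mM sodium acetate pH 7. 6 hr, 37 C.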
Tau ThT inhib: inhibitors of human tau fibril formation, thioflavin T binding; Potency, µM (top dose mostly 57.4 µM), for inactives: at the highest dose activity, negative = inhibition, hits mostly inhibitors; P10636; AID 1460; recombinant tau K18 P301L (four-repeat tau fragment), heparin-induced fibrillization, ThT fluorescence; actives 2.1% (n = 270,000); note: % is set by controls: 0 for no effect and ±100 for the full control effect; nearly all actives have a fitted effect of over 55% in size
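Heparin-induced fibrillization of the P301L-mutant K18 repeat-domain fragment of human tau was followed by ThT binding in quantitative high-throughput format.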
The depositor's hits bear a star; [ ] = remark or other dose. Calls come from the whole dose curve; as a rule, active = well fitted curve in the direction sought with a large enough effect; inconclusive = small, poorly fitted or top-dose-only effect, or another doubt; inactive = no such curve, though single readings can be large; an effect the other way counts as inactive or inconclusive. Potency is the fitted concentration of half-maximal effect.

`Cc1ccc(C)c(N(C)S(=O)(=O)c2cccc3nsnc23)c1` gave aGal spleen mod 1.6%, Tau fluor cs -10.7%, GAA spleen mod -2.6%, HTT ATP protect -0.7%, GAA glycogen 3.0%, GAA inhib -11.5%, Tau fibril FP 5.9% and Tau ThT inhib -10.7%.
For O=C(Nc1ccc(F)cc1Cl)n1ncc2cc(Cl)ccc21 the results were Tau fluor cs -20.1%, GAA glycogen 9.2%[76.3 µM], Tau fibril FP 7.4% and Tau ThT inhib inconclusive.
`NC(=O)CC(NC(=O)c1cccc(Br)c1)c1ccc(N2CCC(N3CCCC3)CC2)c([N+](=O)[O-])c1` (configuration not stated) gave aGal spleen mod 6.7%, Tau fluor cs -11.6%, GAA spleen mod 3.6%, HTT ATP protect -14.4%[10 µM], GAA glycogen 4.2%, Tau fibril FP 4.9% and Tau ThT inhib -11.6%.
`CC(/C=N/NC(=O)c1nn(C)c(C)c1Br)=C\c1ccccc1` gave aGal spleen mod -10.7%, Tau fluor cs -8.8%, GAA spleen mod -4.0%, HTT ATP protect -45.9%[inhibitor][10 µM], GAA glycogen -5.8%, GAA inhib -0.6%, Tau fibril FP 0.9% and Tau ThT inhib inconclusive.
Screening Brc1ccccc1-c1nnc2sc(-c3ccc4c(c3)OCCO4)nn12 returned aGal spleen mod -3.4%, Tau fluor cs -12.3%, GAA spleen mod -4.4%, HTT ATP protect -72.1%[inhibitor], GAA glycogen -7.9%, GAA inhib -0.4%, Tau fibril FP -0.7% and Tau ThT inhib -8.1%.
`Cc1cc(C(=O)N/N=C/c2c(C)n(C)c3ccccc23)n[nH]1` gave aGal spleen mod 3.0%, Tau fluor cs -7.2%, GAA spleen mod -22.8%, GAA glycogen -1.3%, GAA inhib -12.3%, Tau fibril FP 4.9% and Tau ThT inhib inconclusive.
Screening Cc1nc(NS(=O)(=O)c2ccccc2)sc1C(C)(C)C returned aGal spleen mod 1.0%, Tau fluor cs -17.6%, GAA spleen mod -2.5%, HTT ATP protect 12.4%[10 µM], GAA glycogen -2.2%, GAA inhib inconclusive, Tau fibril FP 3.2% and Tau ThT inhib -11.5%.
Screening COc1ccc(OC)c(/C=N/N=C(\N)c2nonc2N)c1 returned aGal spleen mod -3.1%, Tau fluor cs -18.4%, GAA spleen mod -1.1%, HTT ATP protect 11.2%[10 µM], GAA glycogen -10.9%, Tau fibril FP -7.3% and Tau ThT inhib -11.4%.
`CCC(C)[C@H](N)c1cn([C@@H](Cc2ccc(O)cc2)C(=O)N2CCNCC2)nn1` (some centres not stated) gave aGal spleen mod -8.0%, Tau fluor cs -2.7%, GAA spleen mod -1.6%, HTT ATP protect 17.2%[10 µM], GAA glycogen -7.8%, Tau fibril FP 4.6% and Tau ThT inhib -5.2%.
Screening COc1ccc(Nc2nc3c(S(=O)(=O)c4ccc(Br)cc4)nnn3c3ccsc23)c(OC)c1 returned Tau fluor cs -25.0%, Tau fibril FP -8.8% and Tau ThT inhib 5.1%.
`Cc1ccccc1OCCn1cc(C(=O)C2CCCCC2)c2ccccc21` gave Tau fluor cs -8.3%, GAA glycogen -1.2%[76.3 µM], Tau fibril FP -8.9% and Tau ThT inhib -1.7%.
`COc1ccc(-n2cc(-c3ccc(Cl)cc3)[nH]c2=S)cc1` gave aGal spleen mod 7.2%, Tau fluor cs -7.0%, GAA spleen mod -10.1%, HTT ATP protect 13.3%[10 µM], GAA glycogen -1.2%, GAA inhib -3.0%[15.4 µM], Tau fibril FP -9.0% and Tau ThT inhib inconclusive.
`C=CCNCC#CCOc1ccc(OC)cc1` gave aGal spleen mod 9.2%, Tau fluor cs -7.7%, GAA spleen mod -0.1%, HTT ATP protect 1.5%[10 µM], GAA glycogen 11.4%, GAA inhib -9.1%, Tau fibril FP 1.7% and Tau ThT inhib -17.8%.
O=C(NCCCN=C1NS(=O)(=O)c2ccccc21)c1ccc(S(=O)(=O)N2CCOCC2)cc1 was read as aGal spleen mod 0.9%, Tau fluor cs -2.9%, GAA spleen mod -7.5%, HTT ATP protect -11.6%, GAA glycogen -5.5%, GAA inhib -3.6%, Tau fibril FP -0.2% and Tau ThT inhib -5.8%.
For CCn1cnc2c1c(=O)n(CC(=O)Nc1ccc3c(c1)OC(F)(F)O3)c(=O)n2Cc1ccccc1 the results were aGal spleen mod 4.8%, Tau fluor cs inconclusive, GAA spleen mod 2.9%, HTT ATP protect 7.3%, GAA glycogen -5.1%, GAA inhib -2.0%, Tau fibril FP -4.2% and Tau ThT inhib -8.7%.
Screening CCCCNC(=O)c1ccc(CS(=O)(=O)c2ccc(OC)cc2)o1 returned aGal spleen mod 1.7%, Tau fluor cs -5.4%, GAA spleen mod -0.2%, HTT ATP protect 4.5%, GAA glycogen 6.0%, GAA inhib -7.0%, Tau fibril FP 12.0% and Tau ThT inhib -6.7%.
CC(C)(C)C1=C(C#N)C(c2ccc3c(c2)OCO3)C(C#N)=C(N)O1 (configuration not stated) was read as aGal spleen mod 6.3%, Tau fluor cs -15.4%, GAA spleen mod -3.1%, HTT ATP protect -15.8%, GAA glycogen -10.1%, GAA inhib -9.0%, Tau fibril FP -13.9% and Tau ThT inhib inconclusive.
For COC(=O)c1cc(NC2c3ccccc3C(=O)N2c2cccnc2)cc(C(=O)OC)c1 (configuration not stated) the results were aGal spleen mod -5.5%, Tau fluor cs -1.8%, GAA spleen mod -0.9%, HTT ATP protect -7.8%, GAA glycogen 0.8%, GAA inhib inconclusive, Tau fibril FP 3.0% and Tau ThT inhib -1.4%.
Screening CC(=O)c1cc(-c2ccc(F)cc2)n(CCC(=O)Nc2cccnc2)c1C returned aGal spleen mod -10.8%, Tau fluor cs -4.7%, GAA spleen mod -4.5%, HTT ATP protect -62.5%[inhibitor], GAA glycogen -6.6%, GAA inhib -1.8%, Tau fibril FP 6.8% and Tau ThT inhib -5.2%.
For COC(=O)c1[nH]c2cccc(OC)c2c1NC(=O)CCN1CCN(c2cccc(Cl)c2)CC1 the results were aGal spleen mod 6.4%, Tau fluor cs -13.2%, GAA spleen mod 5.4%, HTT ATP protect -21.4%[0.074 µM], GAA glycogen -11.2%, GAA inhib 0.3%, Tau fibril FP 10.3% and Tau ThT inhib inconclusive.
Screening CCOC(=O)N1CCc2c(sc3c2c(=O)n(-c2ccc(Cl)cc2)c(=O)n3Cc2cccc(OC)c2)C1 returned Tau fluor cs -12.2%, GAA glycogen -5.8%[76.3 µM], Tau fibril FP -6.2% and Tau ThT inhib 0.2%.
Cc1cc(C(=O)NCc2ccc(S(N)(=O)=O)cc2)ccc1[N+](=O)[O-] was read as aGal spleen mod -1.4%, Tau fluor cs -2.7%, GAA spleen mod 5.5%, HTT ATP protect 8.5%[10 µM], GAA glycogen -0.3%, GAA inhib -1.1%, Tau fibril FP -8.9% and Tau ThT inhib 4.7%.
Screening C#CCNc1cc(C)nc2ncnn12 returned aGal spleen mod 7.7%, Tau fluor cs -3.6%, GAA spleen mod 7.3%, HTT ATP protect 19.4%, GAA glycogen -0.7%, GAA inhib -9.3%, Tau fibril FP -3.2% and Tau ThT inhib -7.4%.
Screening O=C(CCC(=O)OCC(=O)c1ccc(Br)cc1)Nc1ccc(Br)c2cccnc12 returned aGal spleen mod -3.7%, Tau fluor cs -4.6%, GAA spleen mod -8.4%, HTT ATP protect 2.2%, GAA glycogen 0.2%, GAA inhib -2.0%, Tau fibril FP -2.9% and Tau ThT inhib -12.0%.
`COCCOC(=O)C1=C(C)NC2=C(C(=O)CC(C)(C)C2)C1c1cc2c(cc1Br)OCO2` (configuration not stated) gave aGal spleen mod 7.8%, Tau fluor cs -10.5%, GAA spleen mod 3.6%, HTT ATP protect 7.2%, GAA glycogen 6.9%, GAA inhib -0.1%[15.4 µM], Tau fibril FP -6.5% and Tau ThT inhib -3.3%.
Cc1cc(C)nc(SCc2nnc(SCC(=O)Nc3cc(C(F)(F)F)ccc3Cl)o2)n1 was read as aGal spleen mod -0.7%, Tau fluor cs -14.8%, GAA spleen mod -1.4%, HTT ATP protect -7.1%[10 µM], GAA glycogen -8.7%, GAA inhib -9.0%, Tau fibril FP 0.1% and Tau ThT inhib -5.4%.
CS(=O)(=O)c1nc(-c2ccccc2)cc(-c2ccccc2)c1C#N was read as aGal spleen mod -2.1%, Tau fluor cs -0.6%, GAA spleen mod -2.9%, HTT ATP protect 4.5%, GAA glycogen -3.4%, GAA inhib -8.7%, Tau fibril FP -0.7% and Tau ThT inhib -15.2%.
For Cc1cc(NC(=O)CSc2nnc(C3CC3)n2Cc2ccccc2)no1 the results were aGal spleen mod 7.9%, Tau fluor cs -4.3%, GAA spleen mod -9.1%, HTT ATP protect 5.2%, GAA glycogen 1.7%, GAA inhib -14.0%, Tau fibril FP 4.8% and Tau ThT inhib -10.3%.
Screening COc1cccc(-c2ccc(-c3noc(-c4cccs4)n3)c(OC)n2)c1 returned aGal spleen mod -3.9%, Tau fluor cs -25.9%, GAA spleen mod 2.9%, HTT ATP protect -5.2%, GAA glycogen -4.2%, GAA inhib -12.1%, Tau fibril FP inconclusive and Tau ThT inhib inconclusive.
For CC(C)c1nnc(NC(=O)c2ccc(N3C(=O)CCC3=O)cc2)s1 the results were aGal spleen mod 4.8%, Tau fluor cs -7.2%, GAA spleen mod -8.8%, HTT ATP protect -4.2%, GAA glycogen -5.0%, GAA inhib -3.0%, Tau fibril FP 0.7% and Tau ThT inhib -6.5%.
`COc1ccc(N=Cc2sc(O)c3ccccc23)cc1` gave aGal spleen mod -10.1%, Tau fluor cs 7.08µM*[quencher], GAA spleen mod -0.7%, HTT ATP protect -49.9%[inhibitor][10 µM], GAA glycogen 20µM*, GAA inhib -10.9%, Tau fibril FP inconclusive and Tau ThT inhib inconclusive.
`Cc1ccc2nsnc2c1S(=O)(=O)N1CCN(C(=O)C2CCCO2)CC1` (configuration not stated) gave aGal spleen mod -0.4%, Tau fluor cs 1.6%, GAA spleen mod 3.2%, HTT ATP protect 3.8%, GAA glycogen 3.2%, GAA inhib -11.8%, Tau fibril FP 2.9% and Tau ThT inhib -4.7%.
